# HT1080 IDH1KD tx: toxicity to HT-1080 IDH1 knockdown cells (counter line) | HT-1080 IDH1 knockdown viability, ATP luminescence, 48 h | Potency, µM (doses to about 46.1 µM), without a hit: top-dose activity, negative = toxicity, actives largely listed as cytotoxic | actives 2% (n = 360,000) | AID 686971;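 further: potency means the concentration at half of the fitted maximal effect; 0% = DMSO wells and -100% = cell-free medium wells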
#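 Viability of IDH1-knockdown HT-1080 fibrosarcoma cells was assessed by CellTiter-Glo after 48 h at 37 °C with titrated compound; concentration-effect curves were classified by fit quality and response size.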
# IL-1B inflam inh: inflammasome signaling inhibition, IL-1 beta readout | THP-1 LPS/ATP IL-1B secretion, AlphaLISA, 16 h; hits give low values | activity change, % at 57.5 µM | actives 4.7% (n = 360,000); in the data active means activity change below about -50%; inconclusive means mostly about -30% to -49%; further: on the % scale 0 is the no-effect control and ±100 the full control effect
#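 THP-1 cells pretreated 1 hr with compounds (up to 57.5 uM final), then stimulated with LPS (250 ng/mL final) plus ATP (1.25 mM final); secreted IL-1B measured by AlphaLISA after 16 hr, decreased signal indicating inhibition.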
# MCF10A rereplic: induces DNA re-replication in MCF 10a normal breast cells; MCF 10A DNA re-replication, Hoechst nuclear intensity, 48 h; Potency, µM (top dose mostly 46.1 µM), without a hit: at the top dose activity, positive = re-replication, hits mostly activators; actives 2.9% (n = 350,000); AID 624296; further: potency means the concentration at half of the fitted maximal effect; % of control where 0% means no effect; nearly all actives have a fitted effect of over 50% in size
# WRN inhibitor: WRN helicase (human) inhibition; AID 651768; WRN helicase unwinding, fluorescent forked duplex, kinetic; Potency, µM (highest dose often 114 µM), without a hit: top-dose activity change, negative = inhibition, most hits filed as inhibitors; actives 0.46% (n = 360,000); Q14191; further: potency means the concentration at half of the fitted maximal effect; on the % scale 0 is the no-effect control and ±100 the full control effect; nearly all actives have a fitted effect of over 55% in size
# Target sequence (Q14191 whole entry, looked up): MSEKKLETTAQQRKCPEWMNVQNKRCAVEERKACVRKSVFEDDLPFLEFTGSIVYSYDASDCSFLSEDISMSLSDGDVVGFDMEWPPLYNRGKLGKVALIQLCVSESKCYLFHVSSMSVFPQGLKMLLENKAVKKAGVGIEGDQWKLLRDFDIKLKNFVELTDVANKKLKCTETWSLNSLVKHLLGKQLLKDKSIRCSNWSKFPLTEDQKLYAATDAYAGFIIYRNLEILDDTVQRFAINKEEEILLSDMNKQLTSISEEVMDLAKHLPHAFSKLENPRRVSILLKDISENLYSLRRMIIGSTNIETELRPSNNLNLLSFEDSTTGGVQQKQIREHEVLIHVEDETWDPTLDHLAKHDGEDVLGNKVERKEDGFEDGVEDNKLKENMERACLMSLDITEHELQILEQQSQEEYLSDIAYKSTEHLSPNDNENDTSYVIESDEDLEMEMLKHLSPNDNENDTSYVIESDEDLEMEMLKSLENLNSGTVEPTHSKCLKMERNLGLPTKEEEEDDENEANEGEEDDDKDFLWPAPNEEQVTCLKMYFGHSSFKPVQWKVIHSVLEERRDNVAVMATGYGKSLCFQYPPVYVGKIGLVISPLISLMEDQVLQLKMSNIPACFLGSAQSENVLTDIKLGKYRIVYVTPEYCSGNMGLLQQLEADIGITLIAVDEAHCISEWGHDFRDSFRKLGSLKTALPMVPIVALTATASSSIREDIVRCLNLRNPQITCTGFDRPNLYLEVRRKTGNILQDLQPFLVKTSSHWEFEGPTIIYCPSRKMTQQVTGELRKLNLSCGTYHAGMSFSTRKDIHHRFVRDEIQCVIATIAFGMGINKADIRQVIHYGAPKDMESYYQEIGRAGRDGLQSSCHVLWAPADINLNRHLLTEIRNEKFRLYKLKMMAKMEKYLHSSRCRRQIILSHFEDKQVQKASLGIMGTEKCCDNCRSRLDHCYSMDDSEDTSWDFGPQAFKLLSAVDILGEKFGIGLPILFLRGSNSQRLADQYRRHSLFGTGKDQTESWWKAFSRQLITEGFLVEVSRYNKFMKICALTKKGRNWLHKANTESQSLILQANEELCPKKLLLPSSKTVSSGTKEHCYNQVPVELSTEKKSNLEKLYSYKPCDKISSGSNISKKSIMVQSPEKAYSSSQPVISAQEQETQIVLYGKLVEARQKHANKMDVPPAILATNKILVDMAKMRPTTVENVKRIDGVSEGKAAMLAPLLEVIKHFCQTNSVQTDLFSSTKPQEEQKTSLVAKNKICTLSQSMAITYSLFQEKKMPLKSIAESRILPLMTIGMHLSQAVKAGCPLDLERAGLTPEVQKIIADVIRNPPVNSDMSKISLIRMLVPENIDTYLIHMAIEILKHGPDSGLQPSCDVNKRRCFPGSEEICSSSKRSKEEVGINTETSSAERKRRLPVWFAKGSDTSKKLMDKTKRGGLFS
#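 WRN at 20 nM final preincubated with compound 15 min at room temperature; reaction started with 100 nM fluorophore/quencher forked duplex oligonucleotide and 2 mM ATP final. Unwinding followed kinetically by red fluorescence (ex 525, em 598 nm).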
# ATXN2 expr inh: ATXN2 expression inhibition; Potency, µM (highest dose often 57 µM), for the others: top-dose activity change, negative = inhibition, most hits filed as inhibitors; AID 1745845; HEK-293 ATXN2-luciferase reporter, luminescence, 24 h; actives 0.72% (n = 360,000); further: potency means the concentration at half of the fitted maximal effect; on the % scale 0 is the no-effect control and ±100 the full control effect; nearly all actives have a fitted effect of over 55% in size
#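 ATXN2-luciferase reporter cells (luciferase flanked by upstream and downstream ATXN2 gene portions) were treated 24 h at 37 °C with compounds at up to 57 uM. SteadyGlo luminescence gave expression; GF-AFC fluorescence gave viability.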
# KB-V1 MDR tox: kills drug-selected multidrug resistant KB-V1 cells | Potency, µM (highest dose often 46.1 µM), for the others: top-dose activity change, negative = cytotoxicity, most hits filed as cytotoxic | KB-V1 MDR cells viability, CellTiter-Glo, 72 h | actives 3.4% (n = 400,000); further: potency means the concentration at half of the fitted maximal effect; on the % scale 0 is the no-effect control and ±100 the full control effect; nearly all actives have a fitted effect of over 60% in size
#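 KB-V1 cells (P-gp-expressing MDR subline of KB-3-1) in phenol-red-free DMEM with 10% FBS were exposed to library compounds over a concentration series for 72 h at 37 degrees C. Viability read by CellTiter-Glo luminescence; concentration-effect curves fitted after normalization.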
# KB-3-1 cytotox: kills parental KB-3-1 adenocarcinoma cells; KB-3-1 viability, CellTiter-Glo ATP luminescence, 72 h; Potency, µM (titrated, usually from 46.1 µM), for inactives: at the top dose activity change, negative = cytotoxic, usual class: cytotoxic; actives 1.4% (n = 400,000); further: potency means the concentration at half of the fitted maximal effect; on the % scale 0 is the no-effect control and ±100 the full control effect; nearly all actives have a fitted effect of over 60% in size
#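 Parental KB-3-1 viability, qHTS format: 72 h compound exposure, 37 °C; CellTiter-Glo; media-only wells and DMSO plates as controls; concentration-effect fits on corrected data.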
# HT1080NT lethal: kills 2HG-producing HT-1080-NT fibrosarcoma cells | HT-1080-NT fibrosarcoma viability, CellTiter-Glo ATP luminescence, 48 h | Potency, µM (doses to about 46.1 µM), for the others: top-dose activity, negative = less viability, most hits filed as cytotoxic | actives 1.6% (n = 360,000);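 further: NT is the 2HG producing partner of a matched IDH1 knockdown line; potency means the concentration at half of the fitted maximal effect; 0% = DMSO-treated cells and -100% = media-only wells without cells; nearly all actives have a fitted effect of over 55% in size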
#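 Read-out is CellTiter-Glo luminescence after 10 minutes at room temperature, following 48 hours' compound treatment of HT-1080-NT cells (750 cells/well, RPMI, 5% FBS, 37 degrees C).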
# SW480 rereplic: inducers of DNA re-replication in SW480 colon cancer cells. actives 1.8% (n = 340,000). SW480 DNA re-replication, Hoechst DNA content imaging, 48 h. Potency, µM (top dose mostly 46.1 µM), for inactives: at the top dose re-replication activation, most hits filed as activators. AID 624297; further: potency means the concentration at half of the fitted maximal effect; % of control where 0% means no effect; nearly all actives have a fitted effect of over 55% in size
#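 First, 250 cells per well were seeded. Next, compound or vehicle (23 nL) was pinned in, plates sat 48 hr at 37 C. Finally Hoechst was added for 40 min before fluorescence scanning.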
# The depositor's hits bear a star; i = inactive; ? = inconclusive; · = not tested or not shown; [ ] = remark or other dose. Unless noted, the call rests on the fitted dose curve; in most records, active means well fitted curve in the direction sought with a large enough effect; inconclusive means small, poorly fitted or top-dose-only effect, or another doubt; inactive means no such curve, though single readings can be large; an effect the other way counts as inactive or inconclusive. An unsorted share of the library (roughly 12% active in at least one column).
structure,HT1080 IDH1KD tx,IL-1B inflam inh,MCF10A rereplic,WRN inhibitor,ATXN2 expr inh,KB-V1 MDR tox,KB-3-1 cytotox,HT1080NT lethal,SW480 rereplic
O=C(c1ccc(Cl)cc1)N1CCC(O)(CSc2ccc(Cl)cc2Cl)CC1,?,-20,?,-11%,-19%,?,?,?,-1%
CCC(=O)N(CCc1ccccc1C)Cc1cc2cc3c(cc2[nH]c1=O)OCO3,0%,-4,-4%,-4%,-9%,0%,-23%,-5%,-10%
COc1ccc2nc(/C(C#N)=C\c3ccc(C(=O)O)cc3)[nH]c2c1,?,5,165%,?,-17%,-8%,4%,-24%,18µM*
Cc1ccccc1NC(=O)/C(C#N)=C\c1cc(C)n(-c2ccc(C(=O)O)cc2)c1C,0%,-56*,0%,-2%[11.6 µM],·,4%,3%,0%,-15%
O=S(=O)(NCCN1CCCC1)c1ccc(C(F)(F)F)cc1,0%,11,-10%,0%,·,-10%,?,0%,-9%
Cc1ccnc(Nc2nc(-c3ccccc3)cs2)c1,?,-6,13%,-5%,·,-25%,?,-19%,11%
COc1ccc(C(=O)NCC2CCCO2)cc1S(=O)(=O)NCc1ccc(Cl)cc1 (centres undefined),-1%,-9,·,5%,·,-13%,-6%,0%,·
CNC(=O)c1c(NC(=O)c2ccc(S(=O)(=O)N3CCCc4ccccc43)cc2)sc2c1CCN(C)C2,-3%,61,21µM*,0%,?,0%,-10%,-6%,?
COc1ccc(/C=C(\NC(=O)c2ccccc2)C(=O)N/N=C/c2sccc2C)cc1,-10%,-7,?,-2%,-2%,-24%,-5%,1%,-5%
CC1=C(C)CC(C(=O)NNC(=O)c2ccccc2)C(C(=O)O)C1 (centres undefined),22%,-6,1%,-28%,3%,0%,15%,10%,-3%
CN(C)c1nc(SCC(=O)Nc2ccccc2)nc(N2CCOCC2)n1,-13%,-1,-2%,-8%,-3%,?,-4%,-2%,-7%
CC(C)(C)NCc1cc2ccccc2[nH]c1=O,3%,0,-6%,11%,2%,16%,-1%,11%,-1%
O=C(N1CCCCCC1)N1CCN(C(=O)N2CCCCC2)CC1,15%,24,4%,16%,-8%,-5%,3%,11%,-9%
CC1CCN(c2c(NCC3CCC(C(=O)NCCC4=CCCCC4)CC3)c(=O)c2=O)CC1 (centres undefined),12%,-17,9%,0%,-20%,?,-14%,17%,-2%
Cc1ccc(C(=O)C2=C(O)C(=O)N(Cc3cccnc3)C2c2ccc(OC(C)C)cc2)o1 (centres undefined),2%,43,-1%,-7%,-4%,28%,-5%,3%,?
O=C(NCc1cccc(C(F)(F)F)c1)C1CC(c2cccc(F)c2)=NO1 (centres undefined),5%,20,?,1%,11%,29%,15%,7%,-7%
Cc1ccc(S(=O)(=O)N2CCN(C(=O)CCn3cncn3)CC2)cc1,6%,-3,1%,6%,-2%,5%,-16%,3%,-4%
O=S(=O)(Nc1cccc(-c2cn3c(n2)SCC3)c1)c1ccc(F)cc1F,-10%,-1,2%,-11%,-8%,?,17%,-9%,-6%
COc1ccc([N+](=O)[O-])cc1NC(=O)COC(=O)Cc1cc(OC)c(OC)c(OC)c1,11%,40,-5%,1%,-4%,?,1%,4%,-102%[inhibitor]
Cc1cc(NC(=O)c2cc3n(n2)C(C(F)(F)F)CC(c2ccc(Cl)c(Cl)c2)N3)no1 (centres undefined),-19%,8,24%,-2%,-22%,-1%,6%,-11%,18%
Cc1nc(C)c(CC(=O)N/N=C/c2ccc(O)cc2)c(=O)[nH]1,-8%,-1,-1%,-2%,-3%,1%,-5%,-5%,1%
CC1(C)CC(=O)C2=C(C1)NCN(Cc1ccc3c(c1)OCO3)C2,24%,9,-1%,13%,5%,0%,15%,22%,1%
COc1ccc(C(C)=O)c(Oc2cc(NN3CCCCC3)c([N+](=O)[O-])cc2[N+](=O)[O-])c1,-5%,0,?,-8%,1%,-10%,0%,-11%,?
Cc1ccc(-c2cc(C(=O)N3CCN(c4ccccc4O)CC3)c3ccccc3n2)cc1,1%,?,15%,-9%,7%,?,-2%,-1%,?
COc1cccc2[nH]c3c(N4CCC5(CC4)OCCO5)ncnc3c12,-2%,-3,21%,-5%,·,?,-12%,2%,25%
COC(=O)c1oc2c(c1C)C(=O)CCC2,4%,·,-33%[inhibitor],-3%,10%,-10%,-3%,-1%,-21%
C=CCSc1cc(C)nc2c(-c3ccc(Cl)cc3)c(C)nn12,2%,-6,21µM*,3%,-11%,?,3%,11%,?
O=C(COc1cccc2c1CCN(Cc1ccc(Br)cc1)C2=O)N1CCOCC1,-2%,-63*,17%,-28%,-35%,4.1µM*,?,-14%,-2%
N#CCCN(Cc1ccccc1)C(CCc1ccccc1)C(=O)NC1CCCCC1 (centres undefined),?,-8,·,-10%,?,0%,?,?,·
COc1ccc(S(=O)(=O)N2CCOCC2)cc1NC(=O)/C=C/c1ccc(F)cc1,3%,-29,-2%,4%,-4%,-23%,0%,9%,0%
COCCCn1c(C)nc2c(c1=O)c1nc3ccccc3nc1n2CCc1ccccc1,21%,-12,?,0%,-18%,?,6%,?,1%
O=C(Nc1ccc(F)cc1)C1CCN(C(=O)NCc2ccccc2)CC1,7%,-6,-1%,4%,-22%,-17%,2%,5%,-3%
CC(C)C(=O)NNC(=O)CC(=O)Nc1ccccc1C(=O)O,1%,-16,-6%,-2%,2%,-28%,-7%,-4%,2%
COc1ccc(S(=O)(=O)N2CCC(C(=O)NCC3CCCO3)CC2)cc1Cl (centres undefined),1%,3,-3%,12%,5%,-14%,-5%,8%,-26%
O=C1N=C2SCCN2/C1=C\c1ccc(Cl)cc1,?,-68*,18µM*,-10%,-17%,?,-20%,?,2%
COC(=O)c1c(NC(=O)CN2CCN(c3cccc(Cl)c3)CC2)sc(C)c1C,-2%,39,7%,-1%,-1%,0%,-4%,4%,?
O=C(OC1CCOC1=O)c1ccc(CO)cc1 (centres undefined),0%,19,-15%,-9%,0%,9%,1%,6%,-7%
Cc1ccc(C(=O)NCC2CCCO2)cc1S(=O)(=O)N1CCCCC1 (centres undefined),5%,7,0%,-29%,5%,-18%,-12%,0%,0%
COc1cccc(C(=O)NNc2nc(C)cc(C)n2)c1,1%,0,?,7%,-5%,?,4%,5%,0.52µM*
CCCc1cc(-c2n[nH]c(=S)n2Cc2ccccc2)cs1,?,-1,2%,0%,-7%,?,-7%,?,?
Cc1ccc(C(C(=O)NC2CCCC2)N(Cc2cccnc2)C(=O)c2snc(C(N)=O)c2N)o1 (centres undefined),-2%,-5,3%,-4%,0%,2%,-8%,-1%,-5%
COC(=O)c1c(N2C(=O)[C@H]3[C@@H](C2=O)[C@]2(C(=O)Nc4c(C)cccc42)N2CCC[C@@H]32)sc(C)c1C,?,-25,?,-8%,-2%,?,?,-29%,?
CC(=O)NC12CC3CC(C1)CC(C(=O)NCc1ccc(C)cc1)(C3)C2,20%,3,?,1%,0%,-15%,?,1%,-13%
O=C1NCC(COCc2ccccc2)O1 (centres undefined),9%,-5,1%,-4%,?,8%,9%,13%,0%
CCN(CC)S(=O)(=O)c1ccc2oc(SCC(=O)NCc3ccccc3)nc2c1,2%,-1,-177%[0.0737 µM],-2%,2%,-7%,7%,-2%,-21%
OC(c1ccccc1)(c1ccccc1)C1CCN(CCCOc2ccccc2)CC1,?,-28,·,-2%,0%,?,-8%,?,·
CC(C)Cc1ccc(CN2CCCC(NC(=O)c3ccoc3)C2)cc1 (centres undefined),-7%,-8,?,-12%,-16%,·,·,0%,1%
Cc1nn(Cc2ccccc2)c(C)c1NC(=O)CCCn1nc([N+](=O)[O-])cc1C,10%,39,0%,-2%,-7%,0%,16%,12%,-8%
O=C(CSc1nnc(CCCOc2ccc(Cl)cc2Cl)o1)Nc1ccc(C(=O)O)cc1,2%,10,15%,4%,3%,?,-4%,8%,-6%
CN(CC(=O)Nc1cccc(F)c1)C(=O)CCCc1c[nH]c2ccccc12,-2%,-17,-6%,-10%,2%,-21%,-34%,3%,-3%
O=C(c1ccc2c(c1)OCO2)N1CCN(c2ccc(F)cc2)CC1,-1%,-8,3%,-5%,5%,3%,0%,-3%,1%
COc1ccc(C(=O)N2CCN(CCc3ccccc3)CC2)cc1[N+](=O)[O-],-17%,i,?,-10%,-11%,?,0%,-11%,-30%[inhibitor]
Cc1cc(C)c(C#N)c(SCCN2CCOCC2)n1,11%,-11,-2%,-1%,-5%,31%,12%,-1%,-18%
CC(C)C/C=C1\CCc2c([nH]c3ccccc23)C1=O,18%,-20,1%,-11%,46%[activator],-6%,-17%,2%,5%
Cc1cnc(C(=O)N2CCCC(N3CCN(c4ccccc4F)CC3)C2)cn1 (centres undefined),12%,i,4%,-12%,-15%,-22%,-3%,1%,?
Cc1ccc(C(=O)c2cc([N+](=O)[O-])ccc2N2CCOCC2)cc1,7.3µM*,36,3.7µM*,-6%,-15%,0.82µM*,2.1µM*,5.2µM*,3.7µM*
Cc1cc(C)c(C)c(OCCCN(C)C)c1,3%,0,10%,-2%,-9%,-25%,-6%,-2%,?

# Screening results: PubChem BioAssay, National Center for Advancing Translational Sciences (NCATS)
